Screens deposited in PubChem by National Center for Advancing Translational Sciences (NCATS).
RGS4 inh = inhibitors of human regulator of G protein signaling 4. P49798. Transcreener GDP fluorescence polarization, RGS4-accelerated GTP hydrolysis. Potency, µM (highest dose often 114 µM), inactives show at the highest dose activity change, negative = inhibition, usual class: inhibitors. 0.039% of 390,000 active; further: on the % scale 0 is the no-effect control and ±100 the full control effect; nearly all actives have a fitted effect of over 75% in size; some results filed as inactive show a strong effect at the top dose
Target sequence (P49798 whole entry, looked up): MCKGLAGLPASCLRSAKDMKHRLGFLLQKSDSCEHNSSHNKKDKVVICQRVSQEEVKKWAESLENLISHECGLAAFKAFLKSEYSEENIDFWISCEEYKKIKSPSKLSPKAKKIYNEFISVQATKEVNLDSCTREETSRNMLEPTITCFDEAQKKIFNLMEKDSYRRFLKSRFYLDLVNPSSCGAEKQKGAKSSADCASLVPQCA
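MLSMR compounds (23 nl, pin-transferred) preincubated 10 min at room temperature with a 500nM (2x) first reagent, then RGS4 at 900nM (2x) plus Transcreener GDP mix added; fluorescence polarization (620/688 nm) read before and after 90 min at 30 °C.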
Tb PGK inh = blocks T. brucei phosphoglycerate kinase; P07378; 0.043% of 380,000 active; AID 602233; Potency, µM (highest dose often 57.5 µM), for inactives: at the highest dose activity change, negative = inhibition, most hits filed as inhibitors; PGK/GAPDH coupled, Kinase-Glo luminescence, 60 min; further: on the % scale 0 is the no-effect control and ±100 the full control effect; nearly all actives have a fitted effect of over 60% in size
Target sequence (P07378 whole entry, looked up): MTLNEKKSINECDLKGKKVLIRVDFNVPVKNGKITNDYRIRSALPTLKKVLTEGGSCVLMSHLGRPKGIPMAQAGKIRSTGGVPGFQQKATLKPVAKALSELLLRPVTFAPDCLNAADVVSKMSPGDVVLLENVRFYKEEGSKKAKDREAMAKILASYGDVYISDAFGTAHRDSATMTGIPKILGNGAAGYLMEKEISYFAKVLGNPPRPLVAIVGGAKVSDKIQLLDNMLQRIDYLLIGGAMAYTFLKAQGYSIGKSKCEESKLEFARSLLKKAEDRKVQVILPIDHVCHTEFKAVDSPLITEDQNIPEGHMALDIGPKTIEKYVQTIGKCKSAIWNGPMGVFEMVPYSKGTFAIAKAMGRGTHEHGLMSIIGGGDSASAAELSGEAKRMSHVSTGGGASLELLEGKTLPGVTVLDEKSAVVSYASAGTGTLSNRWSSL
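Luminescent ATP detection (Kinase-Glo Plus) follows a 60-minute room-temperature incubation, with wells lacking PGK as controls. Buffer: 100 mM TEA (pH 7.6), 5 mM MgCl2, 0.01% Tween-20. Coupling enzyme GAPDH (100 nM final) supplies unstable 1,3-BPG in-well.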
GLS inh = blocks human kidney-isoform glutaminase activity. Potency, µM (doses to about 45.5 µM), for inactives: top-dose activity change, negative = inhibition, most hits filed as inhibitors. 0.21% of 410,000 active. GLS enzymatic activity, qHTS titration. AID 624170; further: on the % scale 0 is the no-effect control and ±100 the full control effect
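hKGA; 45 mM KH2PO4 pH 8.2 + 0.02% Tween-20; cpd via pin tool; 1 mM Gln soln; GluOx/HRP/Amplex Red; RT 30 min; fluor. t0 & final.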
ALOX12 inh = ALOX12 (human) lipoxygenase inhibition; AID 1671190; 1.1% of 580,000 active; purified 12hLO, xylenol orange hydroperoxide absorbance; P18054; Potency, µM (top dose mostly 108 µM), for inactives: top-dose activity change, negative = inhibition, actives largely listed as inhibitors; further: on the % scale 0 is the no-effect control and ±100 the full control effect
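Hydroperoxide product was detected by ferrous iron/xylenol orange as the 573 to 405 nm absorbance ratio. Arachidonic acid at 40 uM (final) was turned over for 30 min at room temperature by 150 nM human 12hLO, pH 7.0 Hepes buffer, after 15 min compound preincubation.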
HP1b chromo inh = blocks HP1-beta chromodomain binding to methylated histone tails. AID 540317. Potency, µM (highest dose often 114 µM), for inactives: at the top dose activity change, negative = inhibition, usual class: inhibitors. AlphaScreen HP1-beta / biotin-H3K9me3 peptide binding. 0.56% of 390,000 active. P83916; further: nearly all actives have a fitted effect of over 70% in size; inactives centre near 23
Target sequence (P83916 whole entry, looked up): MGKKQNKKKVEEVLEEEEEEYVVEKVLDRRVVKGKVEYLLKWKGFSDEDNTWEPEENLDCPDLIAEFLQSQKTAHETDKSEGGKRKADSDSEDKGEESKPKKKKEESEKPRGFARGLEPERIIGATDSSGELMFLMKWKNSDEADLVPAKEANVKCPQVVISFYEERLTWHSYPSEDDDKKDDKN
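Compound inhibition of the preformed complex between 50 nM HP1-beta and 50 nM biotinylated H3K9me3 peptide was read by AlphaScreen. Buffer was PBS pH 7.4 with 0.01% Tween-20. Incubations ran 30 min at room temperature, with 10 ug/mL donor/acceptor beads.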
TrxR1 inh = inhibitors of rat thioredoxin reductase 1; O89049; recombinant rTrxR1, NADPH fluorescence consumption, selenite substrate; Potency, µM (doses to about 114 µM), for inactives: at the top dose activity change, negative = inhibition, actives largely listed as inhibitors; 1% of 390,000 active; AID 588453; further: on the % scale 0 is the no-effect control and ±100 the full control effect; nearly all actives have a fitted effect of over 65% in size
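Rat TrxR1 (90 nM in the dispensed reagent) was pre-reduced with 400 uM NADPH for 5 min at room temperature, then incubated with compound for 15 min. After 400 uM selenite was added, NADPH fluorescence (Ex 340/Em 450 nm) was followed for 8 min.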
JMJD2A Tudor = blocks the human JMJD2A Tudor domain; O75164; AlphaScreen JMJD2A-Tudor / H3K4me3 peptide binding; Potency, µM (highest dose often 114 µM), without a hit: at the top dose activity change, negative = inhibition, usual class: inhibitors; 4.4% of 390,000 active; AID 504339; further: on the % scale 0 is the no-effect control and ±100 the full control effect; nearly all actives have a fitted effect of over 50% in size
ERG-DNA inh = ERG Ets/DNA interaction inhibition; P11308; fluorescence polarization, His-ERG Ets domain / labelled DNA; Potency, µM (top dose mostly 76.9 µM), for the others: at the highest dose FP activity, negative = inhibition, hits mostly inhibitors; 0.028% of 370,000 active; AID 624246; active means well fitted inhibition curve with a large enough effect in the polarisation, with a control signal flat; inconclusive means small, poorly fitted or top-dose-only effect, or effect the other way, or a change in a side signal; inactive means no such curve, though single readings can be large or run the other way; the % refers to the polarisation;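 further: polarization taken with two DNA probes labelled with fluorescein and Texas red; % of control where 0% means no effect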
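His-tagged ERG Ets domain (1 uM in the protein solution; 300mM KCl, 50mM Tris-HCl, 1mM EDTA, 1mM DTT, pH 7.5) received compound, then a probe mix of 5 nM fluorescein-DNA and 100nM Texas-615-DNA. Fluorescence polarization was read for both dyes.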
Pin1 inh = human Pin1 inhibition | Q13526 | Pin1 FP peptide displacement, HiFluor488, 10 min | Potency, µM (top dose mostly 115 µM), for the others: at the highest dose activity, negative = inhibition, actives largely listed as inhibitors | 0.009% of 390,000 active; active means well fitted inhibition curve with a large enough effect in the polarisation, with a control signal flat, not every such curve was filed as active; inconclusive means small, poorly fitted or top-dose-only effect, or effect the other way, or a change in a side signal; inactive means no such curve, though single readings can be large or run the other way; the % refers to the polarisation; further: on the % scale 0 is the no-effect control and ±100 the full control effect
Target sequence (Q13526 whole entry, looked up): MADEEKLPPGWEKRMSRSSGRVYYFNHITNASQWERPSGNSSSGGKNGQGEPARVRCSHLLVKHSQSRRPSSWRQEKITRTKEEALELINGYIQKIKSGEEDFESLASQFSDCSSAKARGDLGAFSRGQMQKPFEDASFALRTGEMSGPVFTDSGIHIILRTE
* marks the source's active call; other numbers are inactive results; i = inactive; u = inconclusive; x = not tested or not shown; & = joins results of further samples; ! = not confirmed by another sample; [ ] = another dose, or the depositor's remark. Unless noted, the call rests on the fitted dose curve; in most records, active means well fitted curve in the direction sought with a large enough effect; inconclusive means small, poorly fitted or top-dose-only effect, or another doubt; inactive means no such curve, though single readings can be large; an effect the other way counts as inactive or inconclusive. Potency means the concentration at half of the fitted maximal effect.

RGS4 inh	Tb PGK inh	GLS inh	ALOX12 inh	HP1b chromo inh	TrxR1 inh	JMJD2A Tudor	ERG-DNA inh	Pin1 inh	molecule
-33%	-9%	-1%	58%	58%[activator]	-15%	22%	-7%	-1%	CC(C)(C)CC(=O)NC(=S)NCc1ccccc1
-2%	-8%	16%	10%	36%	-6%	-21%	3%	6%	CC1=C(C(=O)OC(C)C)C(c2cccc(F)c2)N2C(=O)C(C)SC2=N1 (stereo unspecified)
-9%	-4%	-7%	-5%	31%	10%	-4%	0%	8%	NS(=O)(=O)c1ccc(NC(=O)CCCC(=O)O)cc1
16%	1%	10%	6%	17%	-3%	-10%	x	2%	COc1cc(CNCc2cccs2)ccc1OCc1cccs1
6%	-15%	-7%	u	19%	0%	-30%	-1%	-2%	CC(C)c1ccc(NS(=O)(=O)c2ccc3[nH]cc(C(=O)NCC4CCCO4)c(=O)c3c2)cc1 (stereo unspecified)
-2%	-10%	5%	-24%	76%[activator]	4%[57.1 µM]	-2%	-5%	-3%	Cc1cc(C)c(S(=O)(=O)NCC(c2ccco2)S(=O)(=O)c2ccccc2)c(C)c1 (stereo unspecified)
1%	-6%	-3%	100%[activator]	44%[activator]	14%[57.1 µM]	-3%	3%	1%	Cc1cccc(NC(=O)N[C@@H](C)C(=O)O)c1
-18%	5%	17%	4%	21%	5%	-6%	-5%	2%	CCc1noc(C)c1C(=O)N1CCCC(C(=O)c2ccc(OC)c(F)c2)C1 (stereo unspecified)
5%	-7%	-2%	0%	16%	-6%	u	-1%	-1%	COc1cc2cnncc2cc1OC
14%	-4%	5%	-14%	-5%	1%	-11%[57.1 µM]	-4%	-2%	COC(=O)c1cc([N+](=O)[O-])ccc1N1CCN(Cc2ccccc2)CC1
0%	7%	11µM*	u	12%	11%[57.1 µM]	-8%	-4%	2%	CCNCCC(=O)N1c2ccccc2Sc2ccc(NC(=O)OCC)cc21
18%	13%	-1%	-9%	30%[activator]	-8%	-12%	-8%	0%	Cn1c(CCN2CCOCC2)nc2cc(NC(=O)COc3ccc([N+](=O)[O-])cc3)ccc21
5%	-1%	4%	-22%	52%[activator]	10%[57.1 µM]	-20%	5%	u	CCC(Sc1nc2n[nH]c(C)c2c(=N)n1-c1ccc(Br)cc1)C(=O)N(CC)CC (stereo unspecified)
-6%	2%	14%	-1%	32%	5%	-13%	-7%	-10%	CCC1(CC)NC(=O)N(CC(=O)OCC(=O)Nc2ccc(OC(F)(F)F)cc2)C1=O
-39%	i	-2%	42%[activator]	37%[57 µM]	u	-14%	3%	-1%	COc1ccc2c(=O)cc(-c3cccnc3)oc2c1OC
6%	-2%	3%	0%	32%[activator]	9%[57.1 µM]	-5%	-17%	2%	Cc1cccc(C(=O)N/N=C/c2ccc3c(c2)OCO3)n1
-14%	i	-15%	0%	44%[activator]	11%	-12%	-2%	15%	O=C(CCCCn1c(=O)c2ccccc2n(CC(=O)Nc2cccc(F)c2)c1=O)NCCc1ccccc1
-17%	-11%	-11%	u	31%	-5%	-8%	-2%	-7%	CCOC(=O)c1cnc2c(ccc3ccccc32)c1Nc1ccccc1O
-37%	-2%	-2%	u	20%	11%	-16%	-23%	1%	Cc1ccc(NC2=NCC(=O)N2Cc2ccc3c(c2)OCO3)cc1
-18%	-7%	-6%	-28%	10%	6%[57.1 µM]	u	116%[activator]	14%	Cc1ccc(-n2c(SCc3ccccc3C)nc3[nH]ncc3c2=O)cc1C
-22%	-8%	-3%	-6%	28%	-18%	2%	0%	9%	O=C(c1ccccc1)c1ccc(N2CCN(C(=O)c3cccc(F)c3F)CC2)c(F)c1
5%	4%	3%	-17%	9%	-6%	-13%	-1%	8%	COc1ccccc1-n1c(SCC(=O)Nc2cc(C)on2)nc2c([nH]c3ccccc32)c1=O
-24%	3%	0%&13%	20µM*!	-5%	u	28µM*	-11%	-9%	Oc1c(Cl)cc(Cl)c2cccnc12
10%	-10%	-1%	-38%	29%	15%	u	-8%	-8%	COc1ccc(CCNC(=O)Cc2c(C)c3c(cc(C)c4c(C)c(C)oc43)oc2=O)cc1OC
16%	0%	2%	1%	44%[activator]	27%[57.1 µM]	-10%	4%	-4%	COc1cc(CC(=O)OCC(=O)NC2CC2)cc(OC)c1OC
-6%	-7%	-1%	u	34%	0%	-13%	-13%	6%	Cc1ccc2nc(SC(C(=O)Nc3ccc(F)cc3)c3ccccc3)[nH]c2c1 (stereo unspecified)
-5%	5%	-5%	u	14%	4%	-8%	2%	u	Cc1ccc(NC(=O)CSc2nc3ccc(NC(=O)CCc4ccccc4)cc3s2)c(C)c1
-1%	i	-5%	-2%	-4%	0%[57.1 µM]	-14%	2%	2%	CCc1ccccc1NC(=O)c1cnc2sc(N3CCCC3)nn2c1=O
14%	-3%	u	2%	6%	4%	-9%	0%	-1%	COc1cc(/C=N/Nc2cc(C)nc(NS(=O)(=O)c3ccccc3)n2)ccc1O
-17%	-4%	5%	1%	21%	4%	-19%	0%	1%	COc1cccc(CCNC(=O)C2CCCN(c3ncnc4c3nc3n4CCCCC3)C2)c1OC (stereo unspecified)
-4%	5%	5%	-12%	1%	-15%	-34%	-9%	-2%	O=C(/C(=N\Nc1ccc(Br)cc1)Sc1nnnn1-c1ccccc1)c1ccccc1
8%	i	-1%	-8%	61%[activator]	17%	35%	2%	16%	O=C(NCC[C@@H]1C[C@@H]2C=C[C@H]1C2)c1cc(COc2ccc(F)cc2F)on1
27%	2%	3%	-2%	10%	3%[57.1 µM]	-15%	-7%	2%	CC(=O)C1=C(C)N(Cc2ccco2)C(=O)C1(NC(=O)C1CCCCC1)C(F)(F)F (stereo unspecified)
35%	-7%	-1%	15%	-10%	9%	u	-4%	5%	COc1ccc(OC)c(Nc2nc(N)c([N+](=O)[O-])c(N3CCOCC3)n2)c1
22%	-4%	-7%	0%	29%	19%[57.1 µM]	3%	11%	-1%	O=C(OCCC1Oc2cccnc2NC1=O)c1ccc(F)cc1 (stereo unspecified)
13%	-3%	-13%	0%	u	-47%	20µM*	-4%	1%	Cc1cccc(C)c1N=Nc1c(C)cc(O)cc1C
-7%	8%	21%	u	34%	23%	-4%	10%	-4%	CN(C)c1cccc2c1c(NC(=O)c1ccc(F)cc1)nn2C
-7%	-7%	12%	-20%	4%	8%[57.1 µM]	-29%	46%[activator]	u	CCOC(=O)/C(=C/C=C1\Sc2cc(OCC)c(OCC)cc2N1CC)C(C)=O
26%	i	6%	-11%	12%	10%	-11%	0%	u	Cc1c(CCC(=O)N[C@@H](C)C(=O)O)c(=O)oc2c(C)c3oc4c(c3cc12)CCCC4
-23%	-8%	-9%	-9%	28%	0%	-18%	-3%	-11%	COCC(=O)Nc1nc2ccc(S(C)(=O)=O)cc2s1
15%	-7%	2%	-9%	22%	6%	u	5%	-1%	CC1CC(C)CN(Cc2nc(N)nc(Nc3ccccc3)n2)C1 (stereo unspecified)
7%	0%	-2%	u	19%	17%[57.1 µM]	-13%	-6%	2%	O=c1c2ccccc2sc2ccccc12
-11%	-5%	-1%	-24%	31%	-5%	-4%	-15%	-1%	Cc1ccc2nc(SCC(=O)NCc3ccc(F)cc3)nc(=O)n2c1
4%	-8%	-2%	4%	4%	1%[57.1 µM]	5%	-14%	-4%	CC(C)Nc1nnc(SCC(=O)NCc2ccc3c(c2)OCO3)s1
10%	-2%	-5%	u	-6%	24%[57.1 µM]	-33%	-12%	-9%	Fc1ccc2[nH]c3c(NCc4ccccc4)ncnc3c2c1
22%	6%	-3%	u	u	-2%[57.1 µM]	u	1%	-1%	Cc1cc(NC(=O)CN2CCCCC2)no1
-18%	-2%	6%	-8%	35%	14%	5%	3%	-3%	CCCOc1ccc(CNC(=O)Cn2ncn3c(cc4sc(CC)cc43)c2=O)cc1
-19%	-8%	0%	-24%	36%[activator]	16%	15%	-2%	0%	Cc1cc(C(=O)NCc2cc(F)cc3c2OCOC3)nn1C
-30%	-3%	3%	2%	7%	-13%	-14%	0%	-3%	Cc1cccn2c(=O)nc(SCC(=O)NCc3ccccc3Cl)nc12
-14%[11.4 µM]	0%	4%	-10%	51%[activator]	15%[57.1 µM]	-10%[57.1 µM]	1%	1%	CO/N=C(\Cn1ncc(N2CCCC2)c(Br)c1=O)c1ccc(Cl)cc1

4 structures from above, arranged by molecular weight, highest first.
RGS4 inh	Tb PGK inh	GLS inh	ALOX12 inh	HP1b chromo inh	TrxR1 inh	JMJD2A Tudor	ERG-DNA inh	Pin1 inh	molecule
-4%	5%	5%	-12%	1%	-15%	-34%	-9%	-2%	O=C(/C(=N\Nc1ccc(Br)cc1)Sc1nnnn1-c1ccccc1)c1ccccc1
-7%	-7%	12%	-20%	4%	8%[57.1 µM]	-29%	46%[activator]	u	CCOC(=O)/C(=C/C=C1\Sc2cc(OCC)c(OCC)cc2N1CC)C(C)=O
35%	-7%	-1%	15%	-10%	9%	u	-4%	5%	COc1ccc(OC)c(Nc2nc(N)c([N+](=O)[O-])c(N3CCOCC3)n2)c1
22%	6%	-3%	u	u	-2%[57.1 µM]	u	1%	-1%	Cc1cc(NC(=O)CN2CCCCC2)no1

Only part of the results is shown (hit frequency here may not be typical).
